T cell modulator: T cell immune modulators affecting CD8 T cell-vesicle binding. AID 2052. calls only at 7 µM. actives 0.068% (n = 330,000). 2C CD8+ T cell-vesicle binding, flow cytometry; stronger effect = lower value;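 active means response, share of CD8 T cells binding vesicles, and their 90th percentile fluorescence all below set limits, cut at about 80% in these data, passing the limit was not always enough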
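material = purified 2C TCR transgenic mouse naive CD8+ T cells | controls = Unloaded micro-vesicles (low), QL9 vesicles with 0.7% DMSO (high) | detection = cytometric PE anti-B7-1 and Alexa647 anti-CD8 signals after 1% paraformaldehyde fixation | incubation = binding step 1.5 h, 37 °C, antibody labelling 20 min, ice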
KOR beta-arrestin-1: KOR agonists, beta-arrestin recruitment, primary screen, cell-based, luminescence, uHTS (AID 1777) | actives 0.02% (n = 280,000) | activation, % at 10 µM, or EC50 in µM where a hit was titrated | KOR beta-arrestin recruitment, luminescence; higher % means a stronger effect; in the data active means activation above about 50%, passing the limit was not always enough; further: a part of the inactive calls stands beside numbers as strong as those of hits
KOR beta-arrestin-2: KOR antagonists, beta-arrestin recruitment, cell-based, luminescence, uHTS (AID 1778); KOR beta-arrestin recruitment, luminescence, antagonist mode; higher % means a stronger effect; inhibition, % at 10 µM, or IC50 in µM where a hit was titrated; actives 0.091% (n = 290,000); further: strong numbers were not always called active
NOD1 inhibition: inhibition of NOD1-driven NF-kB reporter – cell-based, luminescence, uHTS, primary screen (AID 1578); NOD1-driven NF-kB luciferase reporter cells, luminescence; higher % means a stronger effect; inhibition, % at 4 µM; hits with a dose series show EC50 in µM; actives 1% (n = 290,000); in the data active means inhibition mostly above about 36%, no sharp cut-off; inactive means mostly below about 34%;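 further: HEK-293T reporter cells stimulated with the NOD1 agonist gamma-tri-DAP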
GPR55 activation: GPR55 agonists via beta-arrestin recruitment, primary screen, imaging, U2OS cells, beta-arrestin-GFP redistribution (AID 1961). U2OS GPR55 beta-arrestin-GFP redistribution imaging; higher % means a stronger effect. actives 0.048% (n = 290,000). one-dose activation, % at 10 µM; EC50 in µM for titrated hits;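 active means activation above 40% with more than 50 cells counted in the well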;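 further: U2OS osteosarcoma cells stably expressing GPR55 and beta-arrestin-GFP; plate controls were DMSO negative control for no effect and LPI positive control for full effect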
NOD2 inhibition: NOD2 signaling inhibitors, cell-based, luminescence, uHTS, HEK293 (AID 1566). inhibition, % at 4 µM, or EC50 in µM where a hit was titrated. HEK293 NOD2/NF-kB luciferase reporter, luminescence; higher % means a stronger effect. actives 0.63% (n = 290,000); further: many of its hits are not listed in these tables
NTR1 ag: NTR1-driven beta-arrestin-GFP spot formation – imaging, U2OS cells, high content, primary screen (AID 493036) | P30989 | agonist mode | activation, % at 20 µM | actives 0.17% (n = 330,000);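 active means activation at or above 40% of the spot to cytoplasm intensity ratio, with at least 20 cells analyzed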;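 further: 0% = DMSO without peptide and 100% = 100 nM NTR1 peptide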
Target sequence (P30989 whole entry, looked up): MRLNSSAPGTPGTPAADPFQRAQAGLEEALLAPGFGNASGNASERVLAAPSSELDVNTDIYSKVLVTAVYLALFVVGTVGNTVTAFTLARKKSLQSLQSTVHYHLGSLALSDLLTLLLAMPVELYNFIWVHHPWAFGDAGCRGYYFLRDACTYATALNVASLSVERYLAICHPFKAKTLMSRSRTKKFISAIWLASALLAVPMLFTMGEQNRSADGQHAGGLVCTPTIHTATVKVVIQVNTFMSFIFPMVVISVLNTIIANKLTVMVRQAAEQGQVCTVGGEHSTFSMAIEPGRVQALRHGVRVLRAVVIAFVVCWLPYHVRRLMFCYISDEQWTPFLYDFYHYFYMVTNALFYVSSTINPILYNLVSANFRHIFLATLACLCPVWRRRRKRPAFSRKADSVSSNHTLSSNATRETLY
Myeloid diff 2: myeloid differentiation induction; actives 1% (n = 360,000); ER-HoxA9 myeloid progenitors, lysozyme-GFP differentiation, flow cytometry; calls only at 10 µM;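 active means normalized GFP-positive differentiation at or above the plate's own cutoff, the solvent-only control mean plus 3 SD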;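 further: cells exposed to compound for four days before flow analysis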
GPR55 antagonists: GPR55 antagonists blocking LPI-driven arrestin recruitment, primary screen, imaging, U2OS, beta-arrestin-GFP, LPI agonist (AID 2013). actives 0.13% (n = 290,000). U2OS GPR55 beta-arrestin-GFP translocation imaging, LPI antagonism; higher % means a stronger effect. inhibition, % at 10 µM, or IC50 in µM where a hit was titrated;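 active means spots per cell inhibited over 60%, with over 100 cells counted and total cytoplasm intensity under 500,000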;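 further: U2OS cells stably carrying GPR55 and arrestin-GFP stimulated by 5 µM LPI near EC80; imaged beta-arrestin-GFP aggregate spots per cell after agonist stimulation; plate controls were LPI-stimulated DMSO wells for no effect and DMSO wells without LPI for full effect; some results filed as inactive read as strong as hits; confirmed hits need IC50 under 10 µM and bright autofluorescent wells are also inconclusive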
T cell modulator vesicle-bound %: second read-out of T cell modulator, no call of its own (marks repeat the call); double positive events, %; measured here: CD8+ vesicle-bound cell fraction;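 binding gate set so that unloaded-vesicle control wells show 10% double positive cells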
NTR1 ag cell count 20 µM: also measured in NTR1 ag; calls as there; cell count; measured here: cell count, cytotoxicity flag
Myeloid diff 2 GFP+ MAC1+ %: further read-out of Myeloid diff 2, marked with its call; GFP+ MAC1+ double positive, %; measured here: differentiation confirmed by MAC1 staining
The depositor's hits bear a star; i = inactive; x = no result given; [ ] = remark or other dose. Unless noted, no stated cut-off is given here; in the data, active means inhibition above about 50%; inactive means the rest.

1) COCCNC(=O)c1cc2nc3c(c(C(F)(F)F)n2n1)CCc1ccccc1-3
2) O=S(=O)(NCc1ccco1)c1cccc(S(=O)(=O)N2CCOCC2)c1
3) CCCSCCCNC(=O)c1ccccc1NC(=O)C1=CSCCO1
4) O=C(NCc1ccc2c(c1)OCO2)C1CCC(CNS(=O)(=O)c2ccccc2)CC1 (configuration not stated)
5) O=C(CN1C(=O)S/C(=C\C=C\c2ccccc2)C1=O)Nc1ccc(C(=O)O)cc1
6) Cc1cc(C(=O)Nn2c(-c3ccncc3)nc3ccccc3c2=O)ccc1[N+](=O)[O-]
7) COc1ccc(/C(C)=N/Nc2ccc(F)cc2F)c(O)c1
8) COC(=O)c1ccccc1NC(=O)CSc1nc(N)cc(N)n1

entry no. | 1 | 2 | 3 | 4 | 5 | 6 | 7 | 8
T cell modulator | i | i | i | i | i | i | i | i
T cell modulator vesicle-bound % | 22 | 54 | 61 | 45 | 52 | 46 | 24 | 39
KOR beta-arrestin-1 | x | -1.8% | -1.7% | 0.6% | 3.4% | -4.4% | 5.6% | 2.1%
KOR beta-arrestin-2 | 5%[20 µM] | -14% | -1% | -26% | -44% | 12% | -23% | -29%
NOD1 inhibition | -22% | 29% | -24% | -14% | -6% | -26% | -34% | 2%
GPR55 activation | -0.1% | -0.4% | 0.0% | -0.3% | -0.2% | -0.5% | 0.1% | 0.4%
NOD2 inhibition | -5% | -33% | 6% | -6% | -15% | 19% | -31% | 3%
NTR1 ag | -0.5 | -2.4 | 4.1 | 0.8 | -0.3 | 1.1 | 2.6 | -2.2
NTR1 ag cell count 20 µM | 78 | 73 | 67 | 57 | 65 | 31 | 55 | 73
Myeloid diff 2 | i | i | i | i | i | i | i | i
Myeloid diff 2 GFP+ MAC1+ % | 0.1 | 0.8 | 3.1 | 0.5 | 0.4 | 0.1 | 0.3 | 1.5
GPR55 antagonists | 0% | 9% | 9% | 15% | -2% | 0% | -7% | -7%

9) CCN1CCCn2c1nc1c2c(=O)n(C)c(=O)n1C
10) COc1cccc(NC(=O)CSc2nnc(Cc3ccc(OC)c(OC)c3)o2)c1
11) COC1CCCN(Cc2nc(Cc3ccccc3F)no2)C1 (configuration not stated)
12) COC(=O)Cc1ccc(NC(=S)N2CCN(c3ccc(OC)cc3)CC2)cc1
13) CC1(c2ccc(Cl)cc2)NC(=O)N(CC(=O)NCc2ccc(F)cc2)C1=O (configuration not stated)
14) COc1ccc(/C=C(\NC(=O)c2ccccc2)C(=O)N/N=C/c2cccnc2)cc1
15) C=CCOc1ccc(-c2nc3c(c(=O)[nH]c(=O)n3CCCC)n2C)cc1OC
16) Cc1c(Cl)cccc1NC(=O)Cn1c(CCC(=O)O)ccc1-c1ccc(Cl)cc1

entry no. | 9 | 10 | 11 | 12 | 13 | 14 | 15 | 16
T cell modulator | i | i | i | i | i | i | i | i
T cell modulator vesicle-bound % | 24 | 37 | 26 | 38 | 17 | 15 | 42 | 50
KOR beta-arrestin-1 | 2.1% | 1.5% | x | -4.2% | 8.6% | 5.0% | -0.3% | -7.7%
KOR beta-arrestin-2 | x | -5% | 15%[20 µM] | 1% | -50% | -18% | -61%[20 µM] | 0%[20 µM]
NOD1 inhibition | -32% | 1% | -26% | -1% | -2% | -7% | -27% | -18%
GPR55 activation | -0.4% | -0.2% | -0.1% | 1.1% | 0.2% | -0.2% | 0.2% | -0.1%
NOD2 inhibition | 0% | 3% | -3% | 15% | -15% | -18% | 15% | 8%
NTR1 ag | 0.2 | -1.9 | -0.7 | 2.2 | -0.5 | -0.2 | 2.3 | 1.5
NTR1 ag cell count 20 µM | 39 | 56 | 57 | 36 | 107 | 66 | 51 | 60
Myeloid diff 2 | i | i | i | i | i | i | i | i
Myeloid diff 2 GFP+ MAC1+ % | 0.0 | 0.2 | 0.3 | 0.5 | 1.2 | 0.6 | 0.1 | 0.3
GPR55 antagonists | 5% | -6% | -2% | -4% | -1% | -10% | -6% | -28%

Compound activity (PubChem BioAssay)

Only part of the results is shown, so the mix of outcomes need not match the whole.
